PfHsp90 yeast 2 – inhibits growth of yeast expressing Plasmodium falciparum Hsp90; S. cerevisiae expressing PfHsp90, BacTiter-Glo ATP, 48 h; yeast lacking PDR1 and PDR3 efflux regulators; inhibition, % at 9.4 µM; actives 0.32% (n = 310,000);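 active means every replicate shows inhibition above about 80%, whatever the replicate mean, limit read from the data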;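 further: 0% = DMSO neutral controls and 100% = 20 µM radicicol positive controls; yeast relying on Plasmodium falciparum Hsp90 in place of its own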
Wnt act – activates Wnt/beta-catenin signaling in a reporter cell assay | activator, plate reader | activation, % at 9.35 µM | actives 1.2% (n = 300,000) | AID 743398; in the data active means activation above about 30%, passing the limit was not always enough;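 further: 0% = neutral control wells and 100% = positive control wells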
CAL PDZ FP – blocks peptide binding to human CAL PDZ domain. purified CAL PDZ, TMR-peptide fluorescence polarization, 1 h. inhibition, % at 20 µM. actives 0.02% (n = 330,000);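 active means highest replicate inhibition of at least 40%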;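 further: plate controls were DMSO neutral control wells for no effect and unlabeled competitor peptide control wells for full effect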
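Test system: purified CerCALP PDZ construct; Compound dosing: one concentration, 20 µM compound; Also added: TMR-labelled reporter peptide T*-PRC34 bound in PDZ groove; Read-out: inhibition from polarization loss; Controls: unlabelled peptide and DMSO controls; Signal: FP readout, S and P plane fluorescence; Incubation: 1 h at RT.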
AddAB inh – less growth of phage-infected E. coli with AddAB | E. coli expressing H. pylori AddAB, absorbance growth | inhibition, % at 11.9 µM | actives 0.29% (n = 330,000); in the data active means inhibition above about 12%;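 further: 0% = vehicle wells of infected cells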
Tat transport – E. coli Tat transport inhibition. E. coli MC4100 TorA-mCherry Tat export, fluorescence. inhibition, % at 10 µM. actives 0.036% (n = 340,000);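 active means mean replicate inhibition at least 50% and at least half of replicates individually reaching 50%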;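 further: exported cargo escapes ClpAP degradation while cytoplasmic cargo is degraded and loses fluorescence; 0% = median of neutral control wells and 100% = median of NaSCN control wells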
Rtt109 Vps75 – blocks Candida albicans Rtt109/Vps75 acetyltransferase activity. inhibition, % at 34.9 µM. Q5AAJ8. actives 0.16% (n = 330,000). purified Rtt109/Vps75, ThioGlo CoA-SH fluorescence, 4 h;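 active means inhibition of at least 50% in every replicate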
Target sequence (Q5AAJ8 whole entry, looked up): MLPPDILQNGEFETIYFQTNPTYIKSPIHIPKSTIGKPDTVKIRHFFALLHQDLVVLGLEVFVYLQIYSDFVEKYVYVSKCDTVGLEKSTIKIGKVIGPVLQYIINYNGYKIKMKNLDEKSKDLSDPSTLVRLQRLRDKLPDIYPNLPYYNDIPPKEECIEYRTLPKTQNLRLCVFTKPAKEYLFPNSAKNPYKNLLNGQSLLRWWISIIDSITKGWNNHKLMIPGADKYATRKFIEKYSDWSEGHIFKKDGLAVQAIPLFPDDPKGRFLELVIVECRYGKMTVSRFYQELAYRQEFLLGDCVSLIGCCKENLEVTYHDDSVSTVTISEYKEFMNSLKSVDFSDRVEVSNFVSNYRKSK
DAGLB inh – diacylglycerol lipase beta (human) inhibition; Q8NCG7; HEK293T DAGLB membrane lysate, EnzChek fluorogenic substrate; inhibition, % at 5.17 µM; actives 0.059% (n = 340,000); in the data active means inhibition above about 34%;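 further: 0% = enzyme with vehicle and 100% = wells lacking enzyme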
Target sequence (Q8NCG7 whole entry, looked up): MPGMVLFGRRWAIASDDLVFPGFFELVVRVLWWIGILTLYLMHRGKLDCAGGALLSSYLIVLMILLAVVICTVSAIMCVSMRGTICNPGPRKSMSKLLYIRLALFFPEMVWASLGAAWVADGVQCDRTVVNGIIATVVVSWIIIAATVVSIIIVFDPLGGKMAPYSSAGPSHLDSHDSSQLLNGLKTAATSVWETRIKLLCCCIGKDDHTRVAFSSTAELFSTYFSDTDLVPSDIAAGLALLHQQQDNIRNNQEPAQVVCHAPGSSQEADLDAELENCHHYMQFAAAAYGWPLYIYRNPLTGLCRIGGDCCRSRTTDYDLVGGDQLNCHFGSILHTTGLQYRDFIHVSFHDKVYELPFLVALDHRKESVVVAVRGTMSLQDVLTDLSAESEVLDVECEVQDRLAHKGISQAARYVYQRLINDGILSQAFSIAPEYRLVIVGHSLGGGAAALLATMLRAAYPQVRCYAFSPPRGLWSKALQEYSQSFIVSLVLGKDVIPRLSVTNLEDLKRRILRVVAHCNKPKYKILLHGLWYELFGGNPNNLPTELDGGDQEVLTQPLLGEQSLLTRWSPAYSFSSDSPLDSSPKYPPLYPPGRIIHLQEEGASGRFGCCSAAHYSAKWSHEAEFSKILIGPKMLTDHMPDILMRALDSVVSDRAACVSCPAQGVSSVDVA
PvdQ acylase – P. aeruginosa PvdQ acylase inhibition | purified PvdQ acylase, fluorescence plate reader | inhibition, % at 10 µM | actives 0.063% (n = 340,000); in the data active means inhibition above about 30%, passing the limit was not always enough;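 further: 0% = vehicle neutral wells and 100% = reference inhibitor wells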
E coli growth – counter-screen for AddAB inhibitors: E. coli growth inhibition; E. coli V3065 growth, OD600 absorbance, 18 h; actives 0.27% (n = 330,000); inhibition, % at 11.9 µM;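 active means inhibition above the campaign's mean inhibition across all tested compounds plus 3 SD, cut at about 9.9% in these data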;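 further: uninfected addAB+ strain grown without phage in ampicillin broth; 0% = DMSO wells and 100% = ciprofloxacin 0.95 µg/ml wells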
phage Ecoli inh – E. coli growth loss with phage present; growth absorbance; inhibition, % at 11.9 µM; actives 0.26% (n = 360,000); AID 651602; in the data active means inhibition above about 11%
Starred values were filed as active, the others as inactive.

`COc1ccc(Cl)cc1NC(=O)CN(C)C(=O)Cn1cnnn1` gave PfHsp90 yeast 2 17, Wnt act -5, CAL PDZ FP 0.9, AddAB inh -2.5, Tat transport -2, Rtt109 Vps75 4, DAGLB inh 2, PvdQ acylase 1, E coli growth -1.3 and phage Ecoli inh 1.3.
`CC(=O)Nc1nnc(-c2ccccn2)o1` gave PfHsp90 yeast 2 -11, Wnt act 1, CAL PDZ FP -2.8, AddAB inh 3.7, Tat transport -9, Rtt109 Vps75 5, DAGLB inh -2, PvdQ acylase 3, E coli growth 0.0 and phage Ecoli inh 5.0.
Screening O=C(COC(=O)c1ccc2c(=O)n3c(nc2c1)CCC3)Nc1ccccc1F returned PfHsp90 yeast 2 3, Wnt act -2, CAL PDZ FP -0.7, AddAB inh 4.5, Tat transport 4, Rtt109 Vps75 -8, DAGLB inh 2, PvdQ acylase -5, E coli growth -1.8 and phage Ecoli inh 1.6.
O=C1/C(=C/c2ccsc2)N2CCC1CC2 was read as PfHsp90 yeast 2 -4, Wnt act 1, CAL PDZ FP -0.7, AddAB inh 1.2, Tat transport 6, Rtt109 Vps75 4, DAGLB inh -2, PvdQ acylase -15, E coli growth 3.8 and phage Ecoli inh 0.6.
CC12CN(C(=O)c3ccc(Cl)cc3)C3(C#N)CC1CCC23C (stereo unspecified) was read as CAL PDZ FP -0.1, AddAB inh 0.8, Tat transport -5, Rtt109 Vps75 -7, DAGLB inh -3, PvdQ acylase -16, E coli growth -0.5 and phage Ecoli inh 0.2.
`CC(C)(C)NC(=O)CSC(=Nc1ccccc1F)NC#N` gave Wnt act 21, CAL PDZ FP -0.9, AddAB inh 0.1, Tat transport -8, Rtt109 Vps75 8, DAGLB inh -2, PvdQ acylase -7, E coli growth 0.7 and phage Ecoli inh 3.9.
Screening Cn1c(=O)[nH]c(=O)c2c1nc(N1CCN(CCO)CC1)n2CCSc1nc2ccccc2s1 returned PfHsp90 yeast 2 17, Wnt act -1, CAL PDZ FP 0.1, AddAB inh 1.3, Tat transport -2, Rtt109 Vps75 12, DAGLB inh 1, PvdQ acylase 13, E coli growth -2.2 and phage Ecoli inh 0.8.
`NNC(=O)c1csc(COc2cc(Cl)cc(Cl)c2)n1` gave PfHsp90 yeast 2 -3, Wnt act 1, CAL PDZ FP -2.1, AddAB inh 2.5, Tat transport -2, Rtt109 Vps75 -4, PvdQ acylase -3, E coli growth 2.0 and phage Ecoli inh -2.2.
Cc1nn(CC(=O)Nc2ccc3c(c2)oc2ccccc23)c(=O)c2ccccc12 was read as PfHsp90 yeast 2 17, Wnt act -4, CAL PDZ FP 0.3, AddAB inh 1.2, Tat transport -3, Rtt109 Vps75 -1, DAGLB inh -1, PvdQ acylase 8, E coli growth 0.7 and phage Ecoli inh 1.4.
For CCOc1cccc(NC(=O)CSc2nc(C)c3c(c2C#N)CCCC3)c1 the results were PfHsp90 yeast 2 -27, Wnt act -3, CAL PDZ FP -0.4, AddAB inh 0.0, Tat transport 9, Rtt109 Vps75 -5, DAGLB inh 0, PvdQ acylase 6, E coli growth 0.7 and phage Ecoli inh 1.6.
N#CCN1CCN(CC(=O)Nc2cccc3ccccc23)CC1 was read as PfHsp90 yeast 2 -12, Wnt act -2, CAL PDZ FP -0.1, AddAB inh 2.6, Tat transport -1, Rtt109 Vps75 1, DAGLB inh 1, PvdQ acylase -8, E coli growth -1.6 and phage Ecoli inh 3.2.
Screening O=S(=O)(Nc1ccc(Cl)cc1)c1cccc2nsnc12 returned PfHsp90 yeast 2 6, Wnt act 0, CAL PDZ FP 1.3, AddAB inh 0.4, Tat transport -12, Rtt109 Vps75 2, DAGLB inh -2, PvdQ acylase -6, E coli growth 0.5 and phage Ecoli inh 3.8.

The last three entries of the section above come first, to join the parts:
For CCOc1cccc(NC(=O)CSc2nc(C)c3c(c2C#N)CCCC3)c1 the results were PfHsp90 yeast 2 -27, Wnt act -3, CAL PDZ FP -0.4, AddAB inh 0.0, Tat transport 9, Rtt109 Vps75 -5, DAGLB inh 0, PvdQ acylase 6, E coli growth 0.7 and phage Ecoli inh 1.6.
N#CCN1CCN(CC(=O)Nc2cccc3ccccc23)CC1 was read as PfHsp90 yeast 2 -12, Wnt act -2, CAL PDZ FP -0.1, AddAB inh 2.6, Tat transport -1, Rtt109 Vps75 1, DAGLB inh 1, PvdQ acylase -8, E coli growth -1.6 and phage Ecoli inh 3.2.
Screening O=S(=O)(Nc1ccc(Cl)cc1)c1cccc2nsnc12 returned PfHsp90 yeast 2 6, Wnt act 0, CAL PDZ FP 1.3, AddAB inh 0.4, Tat transport -12, Rtt109 Vps75 2, DAGLB inh -2, PvdQ acylase -6, E coli growth 0.5 and phage Ecoli inh 3.8.
`COc1cccc(N(CC(=O)NCCSc2ccccn2)S(=O)(=O)c2ccccc2)c1` gave PfHsp90 yeast 2 -8, Wnt act -5, CAL PDZ FP -3.5, AddAB inh 2.6, Tat transport -3, DAGLB inh -7, PvdQ acylase 2, E coli growth -0.1 and phage Ecoli inh 1.4.
Screening Cc1cc(C)n(C(C)CNS(=O)(=O)c2ccc(Cl)cc2)n1 (stereo unspecified) returned PfHsp90 yeast 2 -15, Wnt act 0, CAL PDZ FP -1.3, AddAB inh 3.8, Tat transport 7, Rtt109 Vps75 4, DAGLB inh 1, PvdQ acylase -19, E coli growth 1.1 and phage Ecoli inh -1.2.
For O=c1c2ccccc2nnn1CSc1nnc(-c2ccc3c(c2)OCO3)o1 the results were PfHsp90 yeast 2 10, Wnt act 5, CAL PDZ FP -0.5, AddAB inh 1.2, Tat transport 0, Rtt109 Vps75 12, DAGLB inh -4, PvdQ acylase -1, E coli growth 0.4 and phage Ecoli inh 3.3.
For CCOc1cc(C(=O)NCCOC)ccc1OC the results were PfHsp90 yeast 2 9, CAL PDZ FP 0.8, AddAB inh 1.1, Tat transport 1, Rtt109 Vps75 -10, DAGLB inh 1, PvdQ acylase -3, E coli growth -0.5 and phage Ecoli inh -1.2.
`COc1ccc(NC(=O)/C(=C\c2cc(OC)c(OC)cc2[N+](=O)[O-])NC(=O)c2ccccc2)cc1` gave PfHsp90 yeast 2 0, CAL PDZ FP 0.2, AddAB inh -0.3, Tat transport -2, Rtt109 Vps75 11, DAGLB inh 2, PvdQ acylase 5, E coli growth 2.0 and phage Ecoli inh 3.7.
`O=C1C(Cl)=C(N2CCOCC2)C(=O)N1c1ccccc1Cl` gave Wnt act -1, AddAB inh 1.8, Tat transport -2, Rtt109 Vps75 162*, DAGLB inh 4, PvdQ acylase -1 and E coli growth -4.2.
For Cc1ccn2cc(CCNS(=O)(=O)c3ccc4c(c3)CCCC4)nc2c1 the results were PfHsp90 yeast 2 4, Wnt act 0, CAL PDZ FP -0.2, AddAB inh 1.8, Tat transport -2, Rtt109 Vps75 7, DAGLB inh 1, PvdQ acylase 5, E coli growth 3.6 and phage Ecoli inh 2.4.
Screening O=C(CN1CCCN(S(=O)(=O)c2ccc(F)cc2)CC1)Nc1cccc(F)c1 returned PfHsp90 yeast 2 0, Wnt act -1, CAL PDZ FP -1.5, AddAB inh 1.7, Tat transport 10, Rtt109 Vps75 2, DAGLB inh 2, PvdQ acylase -6, E coli growth 1.1 and phage Ecoli inh 1.3.
Screening O=C(Cc1n[nH]c(=O)c2ccccc12)OCC(=O)c1ccccc1 returned PfHsp90 yeast 2 -10, Wnt act 4, CAL PDZ FP -1.3, AddAB inh 5.8, Tat transport -5, Rtt109 Vps75 7, DAGLB inh 0, PvdQ acylase -3, E coli growth 0.6 and phage Ecoli inh 3.7.
For COc1ccc(NC(=S)NC(C)c2ccncc2)cc1OC (stereo unspecified) the results were PfHsp90 yeast 2 8, Wnt act 0, CAL PDZ FP 0.2, AddAB inh 0.5, Tat transport 0, Rtt109 Vps75 2, DAGLB inh -1, PvdQ acylase 1, E coli growth 1.5 and phage Ecoli inh 3.3.
Nc1nc(-c2ccccc2)c(-c2ccc([N+](=O)[O-])cc2)s1 was read as PfHsp90 yeast 2 1, Wnt act -7, CAL PDZ FP 1.1, AddAB inh -2.6, Tat transport 6, Rtt109 Vps75 1, DAGLB inh 11, PvdQ acylase -12, E coli growth 3.6 and phage Ecoli inh 2.9.
For COc1ccc(C=NCC2COc3ccccc3O2)cc1OC (stereo unspecified) the results were PfHsp90 yeast 2 -5, Wnt act -2, CAL PDZ FP -1.5, AddAB inh 4.1, Tat transport 4, Rtt109 Vps75 0, DAGLB inh 0, PvdQ acylase 0, E coli growth 1.8 and phage Ecoli inh 3.2.
`O=C(NCc1ccc(F)cc1)c1ccc(NC(=O)C2CCCO2)cc1` (stereo unspecified) gave PfHsp90 yeast 2 -1, Wnt act -2, CAL PDZ FP -0.2, AddAB inh 1.9, Tat transport 7, Rtt109 Vps75 -10, DAGLB inh 1, PvdQ acylase -11, E coli growth 0.4 and phage Ecoli inh 2.0.
COc1ccc(/C=N/NC(=O)Cc2cc(OC)c(OC)cc2[N+](=O)[O-])cc1 was read as PfHsp90 yeast 2 18, Wnt act 0, CAL PDZ FP -0.9, AddAB inh 2.5, Tat transport 7, Rtt109 Vps75 5, DAGLB inh 1, PvdQ acylase 7, E coli growth 0.5 and phage Ecoli inh 0.8.
`C=CCNC(=S)NNC(=O)CCC(O)CCCCC` (stereo unspecified) gave PfHsp90 yeast 2 -12, CAL PDZ FP -0.5, AddAB inh -0.1, Tat transport 0, Rtt109 Vps75 -9, DAGLB inh -1, PvdQ acylase -15, E coli growth 1.6 and phage Ecoli inh 2.6.
CCOC(=O)CC1(C)OCC(C[N+]2(C)CCCCC2)O1 (stereo unspecified) was read as PfHsp90 yeast 2 17, Wnt act -1, CAL PDZ FP -2.2, AddAB inh 0.8, Tat transport 0, Rtt109 Vps75 -3, DAGLB inh -1, PvdQ acylase -14, E coli growth 1.9 and phage Ecoli inh 3.5.
`CCCCC(=O)Nc1cc(Cl)ccc1C(=O)O` gave PfHsp90 yeast 2 22, Wnt act -1, CAL PDZ FP -1.4, AddAB inh -2.1, Tat transport 1, Rtt109 Vps75 -6, DAGLB inh 2, PvdQ acylase -11, E coli growth -1.9 and phage Ecoli inh 0.7.
Screening O=C1CS(=O)(=O)N(Cc2cccc(F)c2)c2ccc(Br)cc21 returned PfHsp90 yeast 2 -29, Wnt act 1, CAL PDZ FP -0.4, AddAB inh 2.5, Tat transport -7, Rtt109 Vps75 4, DAGLB inh 27, PvdQ acylase -14, E coli growth 1.6 and phage Ecoli inh 3.6.
`CCn1cc(C(=O)N[C@@H](CCSC)C(=O)NCCCn2ccnc2)c(=O)c2cc3c(cc21)OCO3` gave PfHsp90 yeast 2 1, Wnt act -1, CAL PDZ FP -0.4, AddAB inh 1.8, Tat transport -2, Rtt109 Vps75 4, DAGLB inh 0, PvdQ acylase -4, E coli growth 0.0 and phage Ecoli inh 2.4.
Cc1ccc(S(=O)(=O)Cn2nnnc2C(C(C)C)N2CCC(C(N)=O)CC2)cc1 (stereo unspecified) was read as PfHsp90 yeast 2 -1, Wnt act -1, CAL PDZ FP -2.2, AddAB inh 0.9, Tat transport 6, Rtt109 Vps75 -1, DAGLB inh -1, PvdQ acylase -3, E coli growth -2.1 and phage Ecoli inh -3.0.
NS(=O)(=O)c1ccc(CCNC(=O)CN2C(=O)COc3ccc(S(=O)(=O)N4CCCC4)cc32)cc1 was read as PfHsp90 yeast 2 -11, Wnt act 0, CAL PDZ FP -0.8, AddAB inh -1.5, Tat transport 4, Rtt109 Vps75 -7, DAGLB inh 0, PvdQ acylase -14, E coli growth -2.5 and phage Ecoli inh 2.5.

Bioassay records (PubChem)

Rows are unselected; any-hit rate near 1.9%.
